# Source: PubChem BioAssay
# ZTA DNA inh: counter-screen for EBNA-1 inhibitors: inhibitors of Epstein-Barr virus ZTA; ZTA-DNA binding, fluorescence polarization; inhibition, % at 11 µM; 0.15% of 320,000 active; AID 2234; in the data active means inhibition above about 33%
# procasp3 activ: procaspase-3 (human) activation; 0.11% of 330,000 active; P42574; activation, % at 8.5 µM; recombinant procaspase-3 D3A, Ac-DEVD-pNA absorbance 405 nm;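 active means activation above the mean of all tested compounds plus 3 SD, cut at about 21% in these data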;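 further: 0% = DMSO alone and 100% = DMSO wells spiked with extra 5 µM PC-3 D3A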
#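 Evaluation: percent activation relative to control range; Material: Procaspase-3 D3A mutant, all three cleavage aspartates alanine; Compound: single dose, 8.5 µM nominal compound, 0.8% DMSO; Replication: one well per compound; Signal: absorbance at 405 nm, 0 and 120 min; Schedule: 1 h preincubation plus 2 h reaction at 25 °C.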
# proCasp7 act: activates human procaspase-7, counter-screen for procaspase-3 activators | P55210 | recombinant procaspase-7, Ac-DEVD-pNA absorbance 405 nm; D23A/D198A/D206A triple mutant, cannot self-cleave; scale: DMSO 0, 5 µM enzyme 100 | activation, % at 8.5 µM | 0.093% of 330,000 active;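 active means percent activation above the screen-wide mean plus 3 SD, cut at about 25% in these data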
#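 System: Procaspase-7 triple mutant (PC-7 D3A); measure: % activation from two-timepoint absorbance difference, scaled to controls; times: 1 h compound preincubation, 2 h substrate cleavage, 25 °C; also added: Ac-DEVD-pNA substrate, 400 µM as added; measured by: Epi-absorbance of released pNA at 405 nm, two timepoints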
# LAP4 TOR yeast: modulators of TOR pathway LAP4-GFP in S. cerevisiae; S. cerevisiae LAP4-GFP multiplex, flow cytometry GFP, 3 h; median GFP as percent of DMSO wells; GFP response vs DMSO, % at 10 µM; 0.34% of 320,000 active; AID 2023;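 active means GFP response vs DMSO above a set limit, about the screen mean plus 3 SD, cut at about 150% in these data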
# MEP2 TOR yeast: alters MEP2-GFP fluorescence in TOR pathway yeast screen. S. cerevisiae MEP2-GFP strain, flow cytometry GFP, 3 h; 100% = DMSO control level. GFP response vs DMSO, % at 10 µM. 0.51% of 330,000 active. AID 2016;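 active means GFP response versus DMSO above a set limit, roughly screen mean plus 3 SD, cut at about 180% in these data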;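 further: median GFP fluorescence of the barcode-gated MEP2-GFP cells per well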
# AHR act: activators of human aryl hydrocarbon receptor; activation, % at 5 µM; AHR-responsive luciferase reporter cells, luminescence; 2.5% of 320,000 active; in the data active means activation above about 47%;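 further: 0% = vehicle wells and 100% = reference agonist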
# EBNA-1 inh: blocks EBNA-1 binding to DNA; EBNA-1 DNA binding, fluorescence polarization; AID 1950; inhibition, % at 14.8 µM; 0.34% of 300,000 active; in the data active means inhibition above about 28%
# RPL19A-GFP yeast: modulators of TOR pathway RPL19A-GFP in S. cerevisiae; S. cerevisiae RPL19A-GFP strain, flow cytometry, 3 h; active compounds read low; percent response vs DMSO, % at 10 µM; 0.3% of 330,000 active;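 active means percent response vs DMSO below 50%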;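 further: median channel GFP fluorescence of the barcoded RPL19A-GFP strain; ratio of sample median GFP to plate DMSO average so 100% = DMSO; lower means less RPL19A-GFP as with rapamycin TOR inhibition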
# The depositor's hits bear a star; x = no result given; [ ] = remark or other dose.
structure	ZTA DNA inh	procasp3 activ	proCasp7 act	LAP4 TOR yeast	MEP2 TOR yeast	AHR act	EBNA-1 inh	RPL19A-GFP yeast
COc1ccc(N2CCN(C(=O)C3CCCN(S(=O)(=O)c4ccc(F)cc4)C3)CC2)cc1 (stereo unspecified)	-5	-1	10	85	107	3	-14	115
C/C(CC(=O)NC1CCCC1)=N\NC(=O)Cc1csc(N)n1	-24	3	2	95	101	12	-12	101
CCOC(=O)N1CCN(c2c(N3CCN(c4cccc(C(F)(F)F)c4)CC3)c(=O)c2=O)CC1	-4	-2	9	92	101	-3	-5	107
CC[N+](CC)(CC)CC(=O)Nc1c(C)cccc1C	-2	-9	2	102	99	0	2	102
CCSc1nnc2ccc(-c3ccco3)nn12	-15	8	1	96	102	-1	-4	99
Cc1ccc([N+](=O)[O-])cc1N/C=C1\CCCCC1=O	12	-22	-20	104	101	-1	8	93
CC(OC(=O)Cc1n[nH]c(=O)c2ccccc12)C(=O)Nc1ccc(F)cc1 (stereo unspecified)	-18	1	7	101	100	2	-2	100
COc1ccc(NC(=O)O/N=C/c2ccccc2Cl)cc1	-15	2	7	118	100	2	-2	98
CSc1ccc(Cl)c(C(=O)NNC(=O)c2csc(N3CCOCC3)n2)c1	20	6	4	94	94	2	8	84
O=C(CCCN1C(=O)/C(=C\c2cccs2)SC1=S)NNC(=O)c1ccncc1	22	-8	-10	94	95	11	-1	100
CCOC(=O)c1sc(NC(=O)Nc2ccccc2)cc1C	13	0	0	102	107	-6	7	108
CCN(CC)S(=O)(=O)c1ccc(S(=O)(=O)Nc2ccc3c(c2)oc2ccccc23)cc1	-9	3	5	107	110	2	14	100
CCc1nc(SCC(=O)Nc2cc(C)on2)c2c(=O)n(C)c(=O)n(C)c2n1	-2	7	-9	103	102	1	-5	105
CC(=O)c1ccc(OCCCC(=O)OCc2nnc(-c3ccc(Cl)cc3)o2)cc1	2	-5	-2	108	105	8	-11	113
COc1ccc(OC)c(NC(=O)C2CCCN2C(=O)C2CCC(C)CC2)c1 (stereo unspecified)	-11	-3	-3	96	105	8	-5	98
CCCN(CCC)C(=O)Cc1ccc(F)cc1	-5	-1	7	108	105	-1	-10	114
CCCN1C2CCCC1CC(NC(=O)c1cccc([N+](=O)[O-])c1)C2 (stereo unspecified)	-8	1	5	98	104	1	-6	106
CC(=O)/C(N=Nc1ccc(C(=O)O)cc1)=C(\C)O	8	8	3	114	99	-2	5	97
COc1cccc(N(CC(=O)N2CCCC2)S(C)(=O)=O)c1	-16	4	7	93	110	-2	1	103
O=C(Cn1cnc2c(cnn2-c2ccc(F)cc2)c1=O)N1CCN(c2ccccc2F)CC1	0	4	7	108	103	1	7	103
CCC(=O)Nc1ccc(NC(=O)c2cc3ccccc3o2)c(OC)c1	-13	6	-11	101	99	33	0	102
OC1CCCN(Cc2ccc3c(c2)Cc2ccccc2-3)C1 (stereo unspecified)	10	6	-4	104	95	2	8	105
COc1ccc(-c2csc3ncnc(NCCO)c23)cc1	7	4	10	81	107	-1	-2	100
O=C(Nn1c(-c2ccc(F)cc2)nc2ccccc2c1=O)c1cccnc1	1	-1	-4	106	99	2	-9	97
Cn1c2ccccc2c2nnc(SC3CCOC3=O)nc21 (stereo unspecified)	14	-2	6	108	104	12	-5	104
CC(C)C1COC(c2cccn2Cc2ccccc2Cl)=N1 (stereo unspecified)	-13	6	-2	83	100	-1	6	100
O=C(CNC(=O)c1ccco1)OCC(=O)c1ccc(Br)cc1	-8	5	-2	97	107	-2	-10	102
O=C(COC(=O)c1ccco1)Nc1ccccc1[N+](=O)[O-]	13	-1	7	113	99	3	2	103
CCCCCCc1cc2cc(S(=O)(=O)c3ccc(F)cc3)c(=O)oc2cc1O	6	18	22	91[may fluoresce violet]	212*[may fluoresce violet]	3	-6	72[may fluoresce violet]
CCOc1ccc(S(=O)(=O)N(CC)CC(=O)NC2CCS(=O)(=O)C2)cc1 (stereo unspecified)	14	4	14	99	101	-1	x	100
O=C(COc1ccc(Cl)cc1Cl)NC(=O)N1CCCCC1	4	4	2	99	105	-1	-7	98
CCNCCOC(c1ccccc1)c1ccccc1	-4	-5	-3	95	105	2	-1	105
CN(C)S(=O)(=O)c1ccc2c(c1)nc(CCC(=O)NCc1ccc(Cl)cc1)n2C	-3	9	11	103	101	3	2	96
COc1ccc(-n2ncc3c(=O)n(CC(=O)N(C(C)C)C(C)C)cnc32)cc1	-20	4	1	102	104	1	-2	104
C/C(=N\Nc1ccc([N+](=O)[O-])cc1)c1ccc(N2CCOCC2)cc1	-3	0	-12	107	102	7	4	104
Cc1ccc(C)c(NC(=O)C2CC3CCC2C3)c1 (stereo unspecified)	6	-7	-3	94	95	1	1	101
CCn1nnc(NC(=O)CSc2ccc(Cl)cc2)n1	-10	8	13	107	103	1	17	99
O=C(COc1ccc([N+](=O)[O-])cc1)NNC(=O)Nc1ccc([N+](=O)[O-])cc1	-2	7	0	95	98	11	-6	97
Cc1cccc(OCC(=O)N2CCN(S(C)(=O)=O)CC2)c1	12	-1	1	102	92	1	6	97
Cc1ccn2c(Nc3ccccc3)c(-c3ccccn3)nc2c1	7	-24	4	123	97	8	-12	95
CCOC(=O)N1CCC(c2cc(=O)n3[nH]c(-c4ccccc4)cc3n2)CC1	21	1	2	102	102	9	9	98
C/C(=N\NC(=O)c1nnn(-c2nonc2N)c1-c1cccs1)c1cccc(O)c1	3	3	0	110	99	1	3	105
COc1cccc(Nc2nc(-c3sc(NC(=O)CC(C)C)nc3C)cs2)c1	12	0	-9	111	95	51*	5	99
O=C(C1CC(=O)N(c2ccc(F)cc2)C1)N1CCCCCC1 (stereo unspecified)	-1	3	5	109	93	0	4	91
CCOC(=O)C1(Cc2cccc(F)c2)CCN(C(=O)C2CCC2)CC1	6	0	5	89	114	0	2	96
COc1cccc2c1cc1c(=O)n(CC(=O)N3CCCCCC3)nc(C)n12	6	0	6	106	104	22	2	102
Cc1ccc(C(=O)O/N=C(\N)c2ccccn2)cc1C	0	-2	1	102	94	-3	-5	93
CCOC(=O)c1c(C)[nH]c(C(=O)OCC(=O)c2ccccc2)c1C	-1	6	-5	105	89	0	-6	93
Cc1ccc(S(=O)(=O)c2cc(O)ccc2O)cc1C	-9	-6	0	104	106	0	0	108
CCC1CCCCN1CCCNC(=O)Cn1cnc2sc(C)c(S(=O)(=O)N3CC(C)CC(C)C3)c2c1=O (stereo unspecified)	2	-1	5	99	100	-4	1	103
CCN(CC)CCN(C(=O)c1ccc2c(c1)CCCC2)c1nc2c(C)cccc2s1	-9	7	-7	127	106	-1	-6	99
O=C(c1ccccc1Cl)N1CCNCC1	-4	-4	-3	95	95	-1	-3	100
Cc1cccc2c(SCC(=O)NCC3CCCO3)nc(-c3ccc(F)cc3)nc12 (stereo unspecified)	-8	5	11	94	105	5	5	102
CC(NC(=O)C(C)N1C(=O)c2cccc([N+](=O)[O-])c2C1=O)c1ccccc1 (stereo unspecified)	12	7	-2	103	104	-2	-2	98
COc1cc(/C=C/CN2CCC(CO)(CC3CCCCO3)CC2)ccc1O (stereo unspecified)	8	8	3	105	89	1	10	94
Cc1nn(-c2ccccc2)c(Cl)c1/C=N/NS(=O)(=O)c1ccc(Br)cc1	7	-2	-7	99	104	7	4	99
O=[N+]([O-])c1ccc(Cl)c(S(=O)(=O)Nc2cccc(S(=O)(=O)NC3=NCCC3)c2)c1	x	-8	-22	133	133	52*	x	116
O=C(Cn1cnc(S(=O)(=O)N2CCCC2)c1)Nc1ccccc1	3	9	-2	102	102	-2	0	98
CN(C)c1ccc2c(=O)[nH][nH]c(=O)c2c1	4	10	13	97	98	1	9	95
O=C(NCC1CCCO1)C1CCN(S(=O)(=O)c2ccc(Br)cc2)CC1 (stereo unspecified)	-9	8	3	93	100	-2	-7	100

# (further entries)
structure	ZTA DNA inh	procasp3 activ	proCasp7 act	LAP4 TOR yeast	MEP2 TOR yeast	AHR act	EBNA-1 inh	RPL19A-GFP yeast
CC(C)CC(c1nnnn1CC1CCCO1)N1CCN(Cc2ccc3c(c2)OCO3)CC1 (stereo unspecified)	-12	-10	5	106	102	-2	0	101
O=C(CCCOc1ccccc1)NNC(=O)c1ccncc1	x	4	1	95	97	0	x	100
O=C1OC(Cc2ccccn2)C(=O)C1=C1SCCS1 (stereo unspecified)	1	-18	-23	96	100	60*	-1	102
Cc1cc(C)cc(C(=O)O/N=C(\N)c2ccc(Br)cc2)c1	-1	5	13	121	102	10	12	104
CCOC(=O)CSc1nc2sc3c(c2c(=O)n1C1CCCCC1)CCN(C)C3	6	0	-3	105	102	0	1	102
CCOc1cc2c3c(c1)C1(OCCO1)C(=O)N3C(C)(C)CC2C (stereo unspecified)	6	-5	-5	112	120	0	-6	103
COc1ccc([N+](=O)[O-])cc1NC(=O)C(C)Sc1nc(C)c(C)c(C)n1 (stereo unspecified)	8	0	3	102	120	2	0	103
COc1cc(C2=NC(CO)(CO)CO2)cc(OC)c1OC	8	-5	2	106	105	0	3	104
Cc1cc(N)n2nc(C)c(-c3ccc(Cl)cc3)c2n1	6	-1	4	97	98	4	-11	103
O=c1oc2cc([N+](=O)[O-])ccc2nc1/C=C(O)/C=C/c1ccccc1	2	0	-15	110	98	16	5	94
CS(=O)(=O)c1ccc(C(=O)Nc2ccc(N3CCCCC3)cc2)c(Cl)c1	2	0	5	92	107	-6	1	104
COc1cccc(NC(=O)COC(=O)CC(NC(N)=O)c2ccc(Cl)cc2)c1 (stereo unspecified)	3	6	0	103	103	3	7	104
Cc1cccc(NC(=O)NC2CC(=O)N(c3ccc4c(c3)OCCO4)C2)n1 (stereo unspecified)	16	0	4	99	98	4	7	95
NC(=O)C1CCN(C(=O)COc2cccc3ccccc23)CC1	7	-8	9	93	96	0	4	99
Cc1ccc(/C=N/NC(=O)CCSc2ccccc2)cc1	-5	1	0	85	106	3	0	100
O=C(NCCS(=O)(=O)N1CCN(c2ccccc2F)CC1)c1ccc(Cl)cc1	13	-2	-2	96	98	-2	3	93
O=C1/C(=C/c2ccc(O)cc2)COc2ccccc21	-4	-3	-5	112	96	1	-1	103
